# Assay outcomes deposited in PubChem by several laboratories.
# RTF Ca sens act: increases calcium sensitivity of human cardiac regulated thin filaments; P19429+P45379; IANBD-labeled TnC RTF fluorescence at EC20 calcium; 0% EC20 calcium, 100% full calcium; activation, % at 7.2 µM; 340,000 compounds, 0.24% hits; AID 493008;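 active = activation above the mean over all tested compounds plus 3 SD, cut at about 30% in these data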;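 also: rise in fluorescence read as greater calcium sensitivity of cardiac thin filaments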
# Tat transport: blocks Tat-dependent protein export in E. coli. AID 488895. 340,000 compounds, 0.036% hits. inhibition, % at 10 µM. E. coli MC4100 TorA-mCherry Tat export, fluorescence;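 active = mean replicate inhibition at least 50% and at least half of replicates individually reaching 50%; inconclusive = only one of the two criteria met; inactive = neither criterion met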;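 also: exported cargo escapes ClpAP degradation while cytoplasmic cargo is degraded and loses fluorescence; 0% = median of neutral control wells and 100% = median of NaSCN control wells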
# CAL PDZ FP-1: blocks peptide binding to human CAL PDZ domain; Q9HD26; purified CAL PDZ, TMR-peptide fluorescence polarization, 1 h; inhibition, % at 20 µM; 330,000 compounds, 0.02% hits; AID 504414;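 active = highest replicate inhibition of at least 40%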;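 also: plate controls were DMSO neutral control wells for no effect and unlabeled competitor peptide control wells for full effect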
#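 Read-out basis: mP drop reported as inhibition | Assay system: Tagged CAL PDZ protein CerCALP, purified | Benchmarks: Unlabelled peptide for full inhibition, DMSO wells as neutral | Schedule: 1 h incubation at room temperature before polarization reading | Buffer or medium: Sodium phosphate/NaCl buffer pH 7.4 with TCEP, IgG, Thesit | Doses: Single point, 20 µM | Measured by: Fluorescence polarization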
# V-ATPase pHluor: yeast V-ATPase proton transport regulation by pHLuorin; S. cerevisiae, pHLuorin cytosolic pH fluorescence; response, % at 10 µM; 350,000 compounds, 0.37% hits; in the data active = response mostly above about 7.3%, no sharp cut-off; inactive = mostly below about 5.4%; also: actives read high; inactives centre near 0; some compounds called inactive have numbers as strong as hits
# dFosB activator: enhances mouse delta FosB homodimer DNA binding; activation, % at 25 µM; 340,000 compounds, 0.99% hits; AID 493131; purified delta FosB, TAMRA-CDK5 oligo fluorescence polarization; percent of positive-control signal above neutral wells; P13346;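 active = mean activation above about 17%, with every replicate also reaching it, limit read from the data, passing the limit was not always enough; inconclusive = only one of the two conditions met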;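 also: fluorescence polarization rise as delta FosB binds a TAMRA Cdk5 AP-1 oligo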
# Target sequence (P13346 whole entry, looked up): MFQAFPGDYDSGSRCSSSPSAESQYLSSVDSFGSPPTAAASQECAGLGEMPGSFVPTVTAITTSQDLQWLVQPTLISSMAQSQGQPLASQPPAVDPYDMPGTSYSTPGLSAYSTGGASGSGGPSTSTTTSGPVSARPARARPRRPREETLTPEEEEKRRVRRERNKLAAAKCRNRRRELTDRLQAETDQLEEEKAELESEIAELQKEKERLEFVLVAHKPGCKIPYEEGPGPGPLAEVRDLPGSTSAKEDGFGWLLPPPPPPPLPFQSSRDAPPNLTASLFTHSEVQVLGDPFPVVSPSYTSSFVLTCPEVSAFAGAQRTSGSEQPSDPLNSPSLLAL
# Rtt109 HAT inh: blocks Candida albicans Rtt109/Vps75 acetyltransferase activity; 330,000 compounds, 0.16% hits; purified Rtt109/Vps75, ThioGlo CoA-SH fluorescence, 4 h; Q5AAJ8; inhibition, % at 34.9 µM;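 active = inhibition of at least 50% in every replicate; inconclusive = best replicate reaches 50% inhibition but some replicates fall short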
# CDK5 p35 inh: blocks human CDK5/p35 kinase activity; Q00535+Q15078; Recombinant CDK5/p35, ADP-Glo luminescence, 60 min; inhibition, % at 10 µM; 330,000 compounds, 0.01% hits; AID 488839;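 active = highest replicate inhibition of at least 50% and at least 75% of replicates reaching 50%; inconclusive = only one of the two criteria met; inactive = both criteria failed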;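 also: plate controls were DMSO neutral control for no effect and GW8510 at 10 µM for full effect; many of its hits are not listed in these tables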
# Target sequence (Q00535 whole entry, looked up): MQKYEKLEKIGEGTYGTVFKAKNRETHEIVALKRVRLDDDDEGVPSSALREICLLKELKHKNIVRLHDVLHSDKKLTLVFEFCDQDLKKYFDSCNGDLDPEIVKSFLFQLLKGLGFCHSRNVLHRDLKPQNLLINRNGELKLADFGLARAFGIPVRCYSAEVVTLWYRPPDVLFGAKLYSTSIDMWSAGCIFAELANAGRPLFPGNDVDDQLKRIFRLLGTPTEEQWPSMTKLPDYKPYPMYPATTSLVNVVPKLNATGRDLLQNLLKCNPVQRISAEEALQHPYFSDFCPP
# Target sequence (Q15078 whole entry, looked up): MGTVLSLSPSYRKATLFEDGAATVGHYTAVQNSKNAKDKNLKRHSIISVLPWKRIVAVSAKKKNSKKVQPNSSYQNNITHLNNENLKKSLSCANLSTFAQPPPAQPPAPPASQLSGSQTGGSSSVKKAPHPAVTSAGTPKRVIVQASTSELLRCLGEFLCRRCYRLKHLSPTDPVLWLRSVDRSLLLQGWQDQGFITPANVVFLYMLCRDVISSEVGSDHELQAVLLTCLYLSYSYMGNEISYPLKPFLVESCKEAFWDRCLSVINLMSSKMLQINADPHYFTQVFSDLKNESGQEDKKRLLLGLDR
# MITF TRPM1 HTS: activators of MITF-driven TRPM1 promoter activity in SK-MEL-5 cells; activation, % at 12.5 µM; 300,000 compounds, 0.75% hits; SK-MEL-5 TRPM1-promoter luciferase, 24 h; % of positive control, neutral wells = 0;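 active = mean activation of at least 80% with every replicate also reaching 80%; inconclusive = mean reaches 80% but some replicate falls short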;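 also: 0% = neutral control wells and 100% = parthenolide positive control wells; values of inactives mirror those of a sister screen read the other way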
# CAL PDZ FP-2: blocks peptide binding to the human CAL PDZ domain. Q9HD26. purified CAL PDZ, TMR-peptide fluorescence polarization, 1 h. inhibition, % at 24.9 µM. 300,000 compounds, 0.92% hits. AID 602252;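 active = mean inhibition of at least 30% with at least half of replicates also reaching 30%; inconclusive = no clear call, values can overlap the other calls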;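 also: 0% = DMSO neutral control and 100% = excess unlabeled competitor peptide PRC23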
# Wnt bcat act: Wnt/beta-catenin pathway activation; 300,000 compounds, 1.2% hits; Wnt/beta-catenin reporter cell assay, activator, plate reader; activation, % at 9.35 µM; in the data active = activation above about 30%, passing the limit was not always enough; inconclusive = no clear call, values can overlap the other calls;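 also: 0% = neutral control wells and 100% = positive control wells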
# Active calls of the source: *; u = inconclusive; x = no result given.
SMILES,RTF Ca sens act,Tat transport,CAL PDZ FP-1,V-ATPase pHluor,dFosB activator,Rtt109 HAT inh,CDK5 p35 inh,MITF TRPM1 HTS,CAL PDZ FP-2,Wnt bcat act
Cc1nn(-c2ccccc2)c(C)c1/C=N/NC(=O)c1cc(C23CC4CC(CC(C4)C2)C3)[nH]n1,-4.6,5.2,x,-2.9,-11.7,1.4,0.9,7.6,-4.0,x
CC(C)(C)C1CCC(=O)N(CCC#N)CC1 (stereo unspecified),-4.7,-4.1,-2.3,-0.6,-0.7,-2.9,1.6,5.1,-1.0,-1.3
COCCCNC(=O)/C(C#N)=C/c1cccc(NC(=O)c2ccccc2Cl)c1,-5.8,-2.2,-3.3,-2.9,-4.8,-3.6,1.3,-0.8,-0.8,x
Cc1csc(N(C(=O)CCNC(=O)c2ccc([N+](=O)[O-])cc2)c2ccccc2)n1,-6.1,1.0,-1.8,1.8,3.6,1.9,-0.9,-15.1,1.6,x
O=C(NCCc1ccc(Cl)cc1)C1CCN(S(=O)(=O)c2ccc(Br)s2)CC1,-3.4,-4.3,-0.2,-2.6,-7.5,1.4,-0.8,-8.1,-5.6,-2.0
CCOC(=O)NC(Nc1ccc(S(N)(=O)=O)cc1)(C(=O)OCC)C(F)(F)F (stereo unspecified),0.6,-3.3,-1.0,12.9*,0.2,4.8,0.2,-5.9,-1.3,-3.6
COc1cc([N+](=O)[O-])ccc1NC(=O)CSc1nccn1C,1.7,9.3,0.1,-4.4,-6.2,-1.8,-3.9,10.7,x,1.2
CCOC(=O)C1=C(C)c2ccccc2OC1C(=O)OCC (stereo unspecified),-5.2,-2.1,-1.4,-0.3,6.6,-11.3,-1.8,-11.2,-0.1,-1.8
COC(=O)Cn1cc(C(=O)c2cccs2)c2ccccc21,11.5,4.1,x,1.7,-0.6,-30.6,-1.3,x,-2.3,x
N#Cc1ccccc1OCC(=O)N(C1CCCCC1)C1CCS(=O)(=O)C1 (stereo unspecified),-2.2,-4.4,-0.1,-2.6,-1.4,-2.2,-1.1,-8.7,x,-0.4
O=C(c1ccc(OC2CCN(CCc3ccccc3)CC2)cc1)N1CCCC1,6.5,12.5,1.6,11.1,-7.5,0.1,-2.9,-0.8,-4.9,-2.3
CCOC(=O)C1=C(Nc2ccc(OC)cc2)OCC1=O,-2.0,-4.9,-0.6,-0.9,2.9,-4.6,0.0,x,-0.5,36.3*
CC1(c2ccccc2Cl)NC(=O)N(CC(=O)Nc2ccc(N3CCCCC3)cc2)C1=O (stereo unspecified),2.1,2.2,-0.3,6.7,-14.0,-2.9,2.2,1.2,-1.8,-0.4
COc1ccc(-c2cc(C(=O)NCc3ccco3)no2)cc1OC,1.1,1.7,-2.5,7.7,0.6,1.9,-0.5,x,-0.3,12.6
Cc1ccc(NC(=O)CSc2ccc(S(=O)(=O)N3CCCC3)cn2)cc1F,1.1,-5.2,-0.7,0.3,-3.2,-3.2,0.1,-4.1,-6.1,-0.5
CC(C)(C)c1ccc(NC(=O)CSc2nnc(-c3n[nH]c4ccccc34)o2)cc1,0.9,-8.3,-2.1,-5.0,-16.1,8.5,0.6,50.7,-7.8,10.5
O=C(Nc1nnc(-c2ccccc2)s1)c1cccc(S(=O)(=O)N2CCOCC2)c1,-2.0,2.3,-2.2,0.0,-0.7,-4.7,0.2,1.6,-9.7,x
CCN1CCN(c2ccc(S(=O)(=O)N3CCCCC3)cc2NC(=O)COc2ccc(Cl)cc2)CC1,-3.2,12.0,-2.2,8.3,-7.6,-4.1,1.6,22.6,-4.4,-0.3
O=S(=O)(Nc1nc2c(s1)CCCC2)c1ccc2ccccc2c1,7.6,5.2,-0.6,-1.3,8.7,17.1,1.4,4.8,0.5,x
CC(=O)Nc1cccc(C(=O)NC(C)c2ccc(-n3ccnc3)cc2)c1 (stereo unspecified),-0.4,-2.7,-2.5,-6.8,-1.2,2.5,0.1,-4.8,-5.0,0.9
COc1ccccc1-c1nnc(Sc2nc([N+](=O)[O-])nn2C)o1,-0.9,-8.4,-2.4,2.0,2.7,-1.3,-0.4,-57.3,x,x
O=C1CC(=O)C(n2cncn2)C(c2cccc(Cl)c2)C1 (stereo unspecified),-8.1,-3.4,-1.3,-0.1,-3.3,24.6,-0.3,4.2,x,x
O=C(COC(=O)c1ccccc1O)NC12CC3CC(CC(C3)C1)C2,-2.5,-0.2,-1.0,-3.0,-6.8,-1.1,-2.4,x,-3.7,16.1
COc1ccc(Cl)cc1NC(=O)CN(C)CC(=O)Nc1ccc2c(c1)OCO2,-5.6,1.4,-1.9,4.9,3.3,4.4,1.3,-7.4,-2.5,-1.5
O=C(OCCOc1ccc(Br)cc1)c1ccc(Cl)c(S(=O)(=O)N2CCOCC2)c1,1.6,21.9,-3.1,1.9,-7.1,-4.2,0.7,-2.8,-2.9,-1.3
O=C(CCc1ccc(S(=O)(=O)N2CCOCC2)cc1)Nc1ccc(N2CCOCC2)cc1,-1.6,-2.0,-6.2,1.1,-10.2,-2.6,-1.9,-3.1,-0.4,-1.4
CCCCOc1ccccc1NC(=O)c1scc2c1OCCO2,-2.0,4.0,-1.0,-3.8,-9.7,-1.7,-1.1,8.9,-0.8,0.6
CC(=O)N1CCN(c2ccc(NC(=O)c3cccc(Cl)c3)cc2)CC1,-3.3,-3.9,0.7,0.3,0.5,2.7,1.2,41.3,2.4,u
Cc1cccc(C)c1OC(=O)CN(c1ccc(Cl)cc1)S(C)(=O)=O,-3.7,8.4,-1.5,0.8,-2.6,-0.5,-9.7,1.2,-3.2,-3.6
Cc1ccc(CN2CC(C(=O)Nc3nnc(SCc4c(Cl)cccc4Cl)s3)CC2=O)cc1 (stereo unspecified),0.8,-1.9,-0.8,-2.9,-3.9,2.8,0.5,4.8,-4.1,-1.3
Cc1csc(NC(=O)Nc2cccc(Cl)c2)n1,-6.0,-4.8,-2.1,2.4,-0.1,-0.1,-0.9,64.5,-3.0,48.6*
CCOC(=O)N1CCN(C(=O)Nc2ccc(NC(=O)N3CCN(C(=O)OCC)CC3)cc2)CC1,2.0,-1.5,-0.7,-0.4,-6.8,1.7,1.6,-7.4,0.0,8.0
CCOc1ccc(NC(=O)C(CC)n2nc(C)c3c(C)n(-c4ccccc4)nc3c2=O)cc1 (stereo unspecified),-2.2,3.1,0.0,0.9,-1.7,7.6,0.2,-5.4,4.6,-6.0
CC(C)(C)OC(=O)N1O[C@H]2CC1[C@@H]1[C@@H]2N=NN1CCc1ccncc1,-1.4,-4.5,0.8,-2.7,-3.0,-7.1,0.8,-4.5,-3.8,-0.8
COc1ccc(S(=O)(=O)N2CCOCC2)cc1Cl,2.6,-3.1,-4.2,0.8,2.7,x,3.4,7.1,-11.5,x
CCCc1cc(C(=O)N2CCN(C(c3ccccc3)c3ccccc3)CC2)no1,-2.9,13.7,0.3,-2.8,-0.8,11.6,0.0,0.6,x,2.4
COc1ccc(C2OC3=C(Nc4cc(C)c(C)cc4N3)C2=O)cc1 (stereo unspecified),3.1,-2.2,-0.5,2.0,11.8,-1.1,1.5,60.7,-3.3,21.4
CC1(C)C(C=C(Cl)Cl)C1C(=O)N/N=C/c1ccccc1F (stereo unspecified),1.3,29.7,-0.6,3.1,-1.1,5.9,-5.8,x,-1.4,-0.3
CCn1c(=O)c(C(=O)NNS(=O)(=O)c2ccc(C)cc2)c(O)c2ccccc21,0.0,-0.2,-0.8,1.1,-4.9,1.5,2.0,-9.4,-1.7,4.1
O=C1C=C(c2ccccc2)CC(c2ccc(F)cc2)C1 (stereo unspecified),5.0,1.3,-0.5,0.0,-6.6,13.1,0.3,17.8,0.8,0.2
CC(=O)N1N=C(c2cccs2)CC1c1ccc(C)o1 (stereo unspecified),7.0,-0.1,-0.4,1.9,-7.4,5.9,0.6,-11.9,-5.1,-3.2
c1ccc(-c2oc3ncnc(NCCCN4CCOCC4)c3c2-c2ccccc2)cc1,-1.0,-11.3,-4.2,-0.1,4.8,2.3,1.3,-4.7,x,-9.2
O=C(NCCC1=CCCCC1)C1CCC(=O)N(Cc2cccc(C(F)(F)F)c2)C1 (stereo unspecified),-0.3,5.0,-0.4,-2.6,5.9,-0.3,-1.3,1.6,36.1*,-1.5
CC(C)[C@H](NC(=O)N1CC(=O)Nc2ccccc21)C(=O)N1CCC[C@@H]1C(=O)O,1.9,-1.4,1.0,0.1,0.8,-0.3,0.2,17.7,1.2,3.7
Cc1cc(SCn2nnc3ccccc3c2=O)nc2ccccc12,4.5,0.2,-0.9,-1.8,-4.6,-2.8,-1.2,23.1,-2.4,1.3
COc1ccc(N(C(=O)c2snc(C(N)=O)c2N)C(CC(C)C)C(=O)NCC2CCCO2)cc1 (stereo unspecified),1.9,-3.9,-2.6,3.7,-3.2,-32.1,1.8,14.3,-2.6,-1.7
CNC(=O)c1nnn(Cc2ccccc2)c1NC(=O)C(F)(F)F,3.9,4.5,-1.8,-0.6,-4.8,-2.0,1.6,-8.4,-1.1,x
CCn1c(SCC(=O)Nc2ccccc2N2CCOCC2)nnc1-c1ccccc1,-1.6,-1.6,-0.1,3.9,0.2,1.3,0.7,8.7,-9.6,x
Cc1cc(=O)oc(C)c1C(=O)NCCNC(=O)c1c(C)cc(=O)oc1C,-2.1,7.8,-0.3,-1.0,-1.8,4.5,-0.3,0.0,-1.0,x
Cc1cccc(CN2CCN(C3CCCC3)C(CCO)C2)n1 (stereo unspecified),-0.8,-2.7,-0.5,-4.5,4.2,-5.1,1.3,3.3,0.3,0.2
O=C(c1cccc(N2CCCC2=O)c1)N1CCN(c2ccc(F)cc2)CC1,2.1,-4.4,-1.6,2.1,-12.8,-1.9,-0.8,-3.5,x,-2.2
O=C(CSc1nnnn1C1CCCCC1)NCc1cccs1,7.5,-5.3,0.1,-1.4,-1.7,5.9,-1.0,x,x,-0.5
COC(=O)CSc1nnc(C2COc3ccccc3O2)n1-c1ccccc1 (stereo unspecified),-2.1,-2.1,-2.5,6.3,-7.6,3.7,0.7,-4.2,-2.9,-1.8
CCOc1ccccc1C(=O)Nc1ccccc1-c1ccccc1,3.2,13.9,-1.5,-1.9,-5.7,-7.7,-0.8,-20.0,-1.4,-7.0
Cc1cccn2c(=O)c3cc(C(=O)NCCc4ccccc4)c(=N)n(CCCn4ccnc4)c3nc12,7.3,-1.0,-2.9,x,21.8*,-99.2,-0.3,9.4,-3.2,x
